Compound activity from PubChem BioAssay.
HEK cytotox: kills HEK 293 cells | actives 6.6% (n = 94,000) | AID 1345083 | HEK 293 viability, ATP luminescence (CellTiter-Glo), 48-72 h | Potency, µM (titrated, usually from 115 µM), inactives show at the highest dose activity change, negative = cytotoxicity, usual class: inhibitors; also: potency is read from the fitted curve at half-maximal effect; nearly all actives have a fitted effect of over 60% in size
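Luminescence from cellular ATP, measured with CellTiter-Glo, indicates HEK 293 viability. Cells plated at 250 cells/well are treated with compound for 48 or 72 hr at 37 degree Celsius before reagent addition.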
FLuc inh: inhibitors of firefly (Photinus pyralis) luciferase; actives 2.5% (n = 76,000); AID 1347043; Potency, µM (top dose mostly 115 µM), inactives show top-dose activity change, negative = inhibition, usual class: inhibitors; purified P. pyralis luciferase, luminescence, biochemical; P08659; also: potency is read from the fitted curve at half-maximal effect; nearly all actives have a fitted effect of over 65% in size
Target sequence (P08659 whole entry, looked up): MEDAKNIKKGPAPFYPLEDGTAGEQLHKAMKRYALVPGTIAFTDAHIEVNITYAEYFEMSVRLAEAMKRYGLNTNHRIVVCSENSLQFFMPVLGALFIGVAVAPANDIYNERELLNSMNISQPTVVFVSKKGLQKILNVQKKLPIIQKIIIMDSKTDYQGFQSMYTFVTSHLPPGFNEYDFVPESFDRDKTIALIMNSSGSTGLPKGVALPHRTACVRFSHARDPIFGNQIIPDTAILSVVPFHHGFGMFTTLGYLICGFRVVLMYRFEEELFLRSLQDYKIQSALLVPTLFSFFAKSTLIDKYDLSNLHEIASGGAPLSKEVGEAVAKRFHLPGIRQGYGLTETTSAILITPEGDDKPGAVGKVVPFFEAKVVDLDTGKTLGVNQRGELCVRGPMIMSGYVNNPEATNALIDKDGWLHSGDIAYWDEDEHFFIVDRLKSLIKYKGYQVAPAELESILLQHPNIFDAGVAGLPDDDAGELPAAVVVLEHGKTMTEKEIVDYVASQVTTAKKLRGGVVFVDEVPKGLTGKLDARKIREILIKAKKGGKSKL
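Luminescence read by CCD imaging after purified firefly luciferase (10nM final) was added to substrate buffer holding 10uM D-luciferin and 10uM ATP, pH 7.5, pre-dosed with compound.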
GPT2 inh: GPT2 alanine aminotransferase inhibition | Potency, µM (series often up to 57.7 µM), for inactives: top-dose activity change, negative = inhibition, usual class: inhibitors | actives 0.25% (n = 100,000) | Q8TD30 | Recombinant GPT2, coupled pyruvate oxidase/HRP Amplex Red fluorescence; also: potency is read from the fitted curve at half-maximal effect; nearly all actives have a fitted effect of over 60% in size; many of its hits are not listed in these tables
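Inhibition is scored from Amplex Red fluorescence generated when pyruvate oxidase and HRP act on pyruvate released by GPT2. Reactions contain 10ng/uL enzyme, 250uM a-KG and 2mM L-alanine and run 30 min at room temperature.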
SNCA expr inh: inhibitors of alpha-synuclein (SNCA) gene expression. HEK-293 SNCA-luciferase knock-in, luminescence, 24 h. Potency, µM (series often up to 57.2 µM), for the others: at the top dose activity change, negative = inhibition, usual class: inhibitors. actives 0.17% (n = 140,000). AID 1671194;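 also: potency is read from the fitted curve at half-maximal effect; plate controls were DMSO cells for no effect and cell-free wells for full effect; nearly all actives have a fitted effect of over 45% in size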
SNCA viab count: cell viability loss counter-screen | actives 0.12% (n = 150,000) | Potency, µM (top dose mostly 57.1 µM), for the others: at the highest dose activity change, negative = cytotoxicity, usual class: cytotoxic | HEK-293-SNCA-luc viability, GF-AFC fluorescence, 24 h | AID 1671193;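 also: potency is read from the fitted curve at half-maximal effect; 0% = DMSO-treated cells and -100% = medium-only wells without cells; nearly all actives have a fitted effect of over 30% in size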
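HEK-293-SNCA-luc cells (1500/well) plated 24 h, then exposed 24 h to a dilution series; GF-AFC added 30 min at 37C, fluorescence 405/540 nm; normalised to medium-only and DMSO wells, Hill fit.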
IP6K1 inhibitor: inhibitors of human IP6K1. actives 0.81% (n = 140,000). Q92551. IP6K1 kinase, ADP-Glo luminescence, 2 h; stronger effect = lower value. activity change, % (series mostly up to about 58 µM); in the data active = activity change below about -25%
Target sequence (Q92551 whole entry, looked up): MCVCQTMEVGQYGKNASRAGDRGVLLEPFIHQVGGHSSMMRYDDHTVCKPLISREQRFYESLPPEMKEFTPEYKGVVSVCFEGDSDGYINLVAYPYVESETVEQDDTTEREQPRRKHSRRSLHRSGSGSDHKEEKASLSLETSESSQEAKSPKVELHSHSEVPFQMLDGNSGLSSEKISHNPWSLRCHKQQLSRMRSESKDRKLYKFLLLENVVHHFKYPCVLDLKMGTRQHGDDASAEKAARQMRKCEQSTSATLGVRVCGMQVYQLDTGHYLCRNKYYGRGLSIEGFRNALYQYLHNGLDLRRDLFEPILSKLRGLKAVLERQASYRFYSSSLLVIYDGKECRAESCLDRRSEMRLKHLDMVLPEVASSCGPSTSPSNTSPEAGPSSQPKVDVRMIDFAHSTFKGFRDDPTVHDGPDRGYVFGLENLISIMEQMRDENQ
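ADP-Glo luminescence measures ADP made by human IP6K1 during a 2 h RT reaction with ATP/IP6 (mix at 1.3 mM/130 uM); top library doses 57.5 and 19.1 uM final.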
NIH3T3 tox: NIH 3T3 cell cytotoxicity; NIH 3T3 viability, CellTiter-Glo ATP luminescence, 48-72 h; Potency, µM (titrated, usually from 96.7 µM), without a hit: at the top dose activity change, negative = cytotoxicity, actives largely listed as inhibitors; actives 4.3% (n = 94,000); also: potency is read from the fitted curve at half-maximal effect; nearly all actives have a fitted effect of over 55% in size
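NIH 3T3 cells at 400 cells/well received 23 nL of compound by pintool and were incubated 48 or 72 h at 37 °C. Viability was read as ATP-coupled CellTiter-Glo luminescence.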
* hit, by the source's call; i = inactive; ? = inconclusive; nt = no result given; & = joins results of further samples; [ ] = another dose, or the depositor's remark. Unless noted, calls follow the shape of the dose curve; as a rule, active = well fitted curve in the direction sought with a large enough effect; inconclusive = small, poorly fitted or top-dose-only effect, or another doubt; inactive = no such curve, though single readings can be large; an effect the other way counts as inactive or inconclusive. Unless noted, % is scaled to controls: 0 for no effect and ±100 for the full control effect. Only part of the results is shown, so the mix of outcomes need not match the whole.

molecule	HEK cytotox	FLuc inh	GPT2 inh	SNCA expr inh	SNCA viab count	IP6K1 inhibitor	NIH3T3 tox
c1ccc(-c2cnc(Nc3ccncc3)c3c2CCO3)cc1	79µM*	28µM*	i	52%[activator][87.6 µM]	-25%[87.6 µM]	-14	45µM*
CN(C)c1ccc(CN2C[C@@H](CN3CCCCC3)[C@@H](CO)C2)cn1	-1%	0%	-3%	15%	-4%	0	0%
COc1ccc(S(=O)(=O)N(C)Cc2nc(-c3cccc(C)c3)no2)cc1	nt	nt	nt	5%	2%	4	nt
COc1ccc(C(=O)N[C@@H]2CCC[C@@H]2C(=O)NCc2cccc(OC)c2)cc1	0%	2%	i	4%	?	22	-22%
CCOC(=O)Cn1c(=O)cc(-c2ccccc2)c2c(C)nn(C)c21	nt	nt	nt	0%	-5%	1	nt
CCOC(=O)C1(Cc2ccccc2F)CCCN(C(=O)c2cnn(CC)c2)C1 (stereo not given)	-1%	1%	-4%	41%[activator]	4%	8	1%
COc1ccccc1CNC(=O)Cn1c(-c2ccc(F)cc2)cc(C(C)=O)c1C	nt	nt	nt	11%	6%	15	nt
CN(C)C(=O)C1CN(C(=O)CCC(=O)c2ccc(F)cc2)CC12CCOCC2 (stereo not given)	-11%	-12%	2%	12%	5%	30	-2%
CCOc1ccc(C2c3[nH]c4ccccc4c3CCN2C(=O)CSCc2ccc(F)cc2)cc1 (stereo not given)	nt	nt	nt	-1%	-2%	-7	nt
O=C1NCc2ccccc2CC12CCN(Cc1ccncc1)CC2	i	nt	1%	5%	7%	1	-1%
CCc1cccc(NC(=O)[C@@H]2COCC(=O)N2Cc2ccc(OC)cc2OC)c1	-22%	0%	i	-17%	-24%	9	?
COc1ccccc1CNC(=O)CCc1c(C)nc2cc(-c3ccccc3OC)nn2c1C	nt	nt	nt	-2%	2%	18	nt
Cn1nc(C2CCCN(C(=O)NCc3ccccc3)C2)n(Cc2ccccc2)c1=O (stereo not given)	4%	2%	2%	9%	11%	-5	-19%
COc1ccc(-n2c(=O)c(C(=O)N3CCC(C#N)CC3)nc3cccnc32)cc1	i	nt	3%	3%	13%	4	-9%
COc1ccc(CN2C(=O)[C@@H]3C[C@@H](O)CN3C3(CN(Cc4ccncc4)C3)C2=O)cc1	-7%[172 µM]	-7%[172 µM]	i	2%[87.6 µM]	3%[87.6 µM]	-10	-9%[174 µM]
Cc1ccc(NC(=O)C2CCC(CNS(=O)(=O)c3ccc4c(c3)CCCC(=O)N4)CC2)cc1F (stereo not given)	nt	nt	nt	-10%	-4%	7	nt
CCC(=O)N1CCC(n2c(C)cnc2C2CC2)CC1	1%	1%	i	-8%	-15%	36	-11%
Cc1ccc(OCc2occc2C(=O)N2CCC3(CC2)CNC(=O)C3)cc1	-1%	?	-27%	-3%	-2%	4	-7%
CN(C)c1ccc(C(=O)NCc2nnc3cc(-c4nc(C5CC5)no4)ccn23)cc1	i	8%	3%	7%	-4%	16	i
O=C(O)C[C@@H]1CCN(S(=O)(=O)c2ccc(Cl)cc2)C[C@@H]1CC1=NCCc2cc(F)ccc21	-13%	-5%	-8%	-1%	0%	19	-13%
N#Cc1cccnc1-c1ccc(C(=O)N2CCC(NC(=O)C3CC3)CC2)cc1	-6%	nt	4%	-4%	2%[12.5 µM]	-9	-22%
O=C(Nc1cccc(-c2ccc(N3CCOCC3)nn2)c1)Nc1cc(F)ccc1F	79µM*	0.89µM*	-2%	?	?	-13	?
COc1ccc(C(=O)N2CCC3(CC2)N(C)C(=O)CS3(=O)=O)cc1F	-1%	7%	i	-10%	-2%	14	-1%
CC(C)CCN1CCOc2cc(C(=O)NCCOc3ccccc3)ccc2C1	100µM*	6%[172 µM]	i	12%[87.6 µM]	-13%[87.6 µM]	0	?
c1ccc2c(c1)CC(N1CCC(CN(CCCn3cccn3)CC3CCCO3)CC1)C2 (stereo not given)	?	-5%	i	-4%	-5%	-9	-23%
Cc1ncc2n1C(=O)N(C1CCN(Cc3ccccn3)CC1)C2	?	3%&10%[172 µM]	-10%[88.5 µM]	13%&21%[87.6 µM]	8%&7%[87.6 µM]	15&6	-19%&-27%[138 µM]
Cc1ccc(C)c(NC(=O)CSc2c3c(nc4ccc(Cl)cc24)CCCC3)c1	nt	nt	nt	-6%	-6%	14	nt
O=C(NCC(=O)N1CCOCC1)c1ccc(-c2cccc(C(F)(F)F)c2)cc1	?	nt	0%	-27%	7%[12.5 µM]	2	?
Cc1noc2c(NCCN(C)C)cc(-c3cccc(C(F)(F)F)c3)nc12	32µM*	3%[172 µM]	-13%[88.5 µM]	1%[87.6 µM]	3%[87.6 µM]	-19	32µM*
Cc1ccc(C)c(-n2c(CCC(=O)O)ccc2-c2ccc(Cl)cc2)c1	nt	nt	nt	-12%	-4%	-4	nt
Cc1ccc(C(=O)NC2CCCN(c3cc(-c4ccccc4)[nH]n3)C2)cc1 (stereo not given)	?	?	3%	104%[activator]	0%	18	?
Cc1ccccc1NC(=O)Nc1ccnn1C1CCN(C(=O)c2ccc[nH]2)CC1	-30%	-6%	-1%	-15%	1%	1	-13%
CC(C)N[C@@H]1CO[C@H](CNC(=O)c2ccccc2)[C@H]1O	-1%[230 µM]	-5%[230 µM]	2%[88.5 µM]	11%[87.6 µM]	4%[87.6 µM]	2	2%[174 µM]
Fc1ccccc1-c1cnc2n[nH]c(-c3ccc4c(c3)OCO4)c2n1	?	-2%[172 µM]	-1%[88.5 µM]	?	17%[87.6 µM]	-3	-12%[138 µM]
CC1C2=CC(=O)OC2(O)CC2C1CCC1C(C)(C)CCC(O)C21C (stereo not given)	nt	nt	i	nt	-7%	-13	nt
CCCNc1ccc(-c2nc(-c3ccccn3)no2)cc1[N+](=O)[O-]	nt	nt	nt	110%[activator]	13%	5	nt
O=C1CCN(C(=O)Nc2ccccc2)CCCC(c2nc(-c3cccnc3)no2)CCN1 (stereo not given)	i	-2%	-6%	-4%	3%	9	4%
O=C(c1ccc(C(F)(F)F)cc1)N1CCc2nc(-c3ccccc3)nc(-c3ccc(Cl)cc3)c2C1	?	4%	-2%	5%	5%	12	?
Cc1ccc(C)c(NC(=O)c2cc(S(=O)(=O)N3CCCCCC3)ccc2F)c1	nt	nt	nt	-15%	-6%	-6	nt
COc1ccc(CN2Cc3cc(NC(=O)c4ccc([N+](=O)[O-])cc4)ccc3OC(C)C2=O)c(OC)c1 (stereo not given)	-4%	-5%	i	-22%	4%	21	-35%
COc1ccc(-c2c(C(=O)N3CCN(C(C)=O)CC3)nc3sccn23)cc1	i	nt	1%	12%	5%	5	1%
Cn1ncc2c(C(=O)Nc3ccccc3F)cc(-c3ccc(C(F)(F)F)cc3)nc21	?	nt	nt	nt	nt	-10	35µM*
CNC(=O)[C@@H]1CN(C(=O)Cc2c(C)noc2C)C[C@H]1c1nc(C)no1	-8%	-3%	i	20%	9%	12	-22%
Cc1ccc(S(=O)(=O)N2CCCc3cc(NS(=O)(=O)c4ccc(F)c(C)c4)ccc32)cc1	nt	nt	nt	?	?	-5	nt
COc1ccc(-c2ccc(C(=O)N(C)Cc3ccccc3)cc2)nn1	?	nt	nt	nt	nt	1	?
CN(C)c1ccc(CNC2(Cc3cc(-c4ccc(F)cc4)on3)COC2)cc1	?	-15%[172 µM]	i	0%[87.6 µM]	-3%[87.6 µM]	4	?
CCc1cccc(NC(=O)CC2Oc3ccc(C)cc3NC2=O)c1 (stereo not given)	nt	nt	nt	?	9%	-12	nt
COCc1ccc2c(c1)c(OC(C)(C)C(=O)Nc1ccccn1)nn2CCC(C)C	89µM*	-11%[172 µM]	1%[88.5 µM]	2%[87.6 µM]	5%[87.6 µM]	3	45µM*
O=C(N[C@H]1CCN2C(=O)c3cc(-c4cccs4)ccc3NC(=O)[C@H]12)c1cccc(F)c1	-22%	-25%	i	5%	-9%	-10	?
Fc1ccccc1OCc1nc(C2CCCNC2)no1 (stereo not given)	0%	-7%	1%	23%	1%	3	-11%
COCC(=O)NC[C@H]1CCN(Cc2ccc3c(c2)CCO3)C[C@H]1N(C)C	-5%	4%	i	?	1%[12.5 µM]	42	-25%
COc1ccc(C2=CC(=O)OC2Cc2ccc(O)cc2)c(O)c1 (stereo not given)	nt	nt	?	nt	-8%	0	nt
O=C(CCc1cc2n(n1)CCCNC2)Nc1ccc2c(c1)OCCO2	-12%	?	-17%	?	5%	2	-15%
CCc1c(C)c2ccc(O)c(CN3CCN(c4ccccc4)CC3)c2oc1=O	nt	nt	nt	2%	2%	-10	nt
O=C(NCc1cccc(F)c1)[C@@H]1C[C@@H](c2ccc(F)cc2)N([S+](=O)([O-])c2ccccc2)C1	?	-12%	-2%	-5%	-23%	13	?
Cc1cncc(C(=O)N2C[C@H]3OC(=O)N(CCc4cccc(Cl)c4)[C@H]3C2)c1	i	-4%	-7%	-9%	-2%	-8	i

(cont.)
molecule	HEK cytotox	FLuc inh	GPT2 inh	SNCA expr inh	SNCA viab count	IP6K1 inhibitor	NIH3T3 tox
Cc1ccc(-c2cn3c(n2)sc2cc(C(=O)NC4CCCCCC4)ccc23)cc1	nt	nt	nt	89%[activator]	2%	31	nt
COc1cccc(C(=O)NCc2cn3ccccc3n2)c1	nt	nt	nt	-16%	4%	11	nt
CN(C)c1nc2c(c(=O)[nH]1)CCN(Cc1cccc(C(F)(F)F)c1)CC2	?	9%	i	1%	-1%	9	-23%
COc1ccc(-c2cc(C(=O)NCc3c(C)cc(C)[nH]c3=O)c3c(c2)N(C)CCO3)cc1	-23%[172 µM]	7%[172 µM]	i	-11%[87.6 µM]	-3%[87.6 µM]	-14	?
CCC(C)NC(=O)CCc1c(C)nc2cc(-c3ccc(OC)cc3OC)nn2c1C (stereo not given)	nt	nt	nt	15%	-1%	10	nt
CCC(=O)N1CCc2cc(Br)cc(S(=O)(=O)CCC(=O)NCc3ccc(C)cc3)c21	nt	nt	nt	-4%	-1%	-20	nt
COCc1ccc2c(c1)c(OC(C)(C)C(=O)Nc1ccn(C)n1)nn2Cc1cccc(OC)c1	?	-5%	-3%	11%	0%	1	?
CC(Cn1cccn1)C(=O)N1CCc2[nH]nc(-c3ccc(Cl)cc3)c2C1 (stereo not given)	?	?	?	62%[activator]	4%	6	-25%
